TbPYK inhibitor: T. brucei pyruvate kinase inhibition | TbPYK enzyme, Kinase-Glo Plus ATP luminescence, 45 min | 410,000 tested, 0.12% active | Q57TT1 | Potency, µM (series often up to 76.8 µM), for the others: at the top dose activity, negative = inhibition, usual class: inhibitors; note: nearly all actives have a fitted effect of over 50% in size
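In this concentration-response screen, enzyme-free wells defined baseline while DMSO plates tracked drift. Each reaction combined TbPYK, substrate, compound and 130 uM ADP for 45 min at room temperature. Kinase-Glo Plus luminescence gave the signal.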
HCV inhibitor: HCV inhibition; Huh7.5.1 HCVcc-Cre infection, luciferase reporter, 44 h; Potency, µM (titrated, usually from 41.8 µM), inactives show top-dose activity change, negative = inhibition, hits mostly inhibitors; 340,000 tested, 3.4% active
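Antiviral activity was scored by luciferase reporter output from cells infected with HCVcc-Cre (~0.5 moi) in presence of compound, 44 h infection period, cells seeded 1,000/well 4 h prior.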
Numbers without * were called inactive; ? = inconclusive; [ ] = another dose, or the depositor's remark. Calls come from the whole dose curve; as a rule, active = well fitted curve in the direction sought with a large enough effect; inconclusive = small, poorly fitted or top-dose-only effect, or another doubt; inactive = no such curve, though single readings can be large; an effect the other way counts as inactive or inconclusive. % is set by controls: 0 for no effect and ±100 for the full control effect; potency is the fitted concentration of half-maximal effect. This is a subset, so the mix of outcomes need not match the whole.

SMILES	TbPYK inhibitor	HCV inhibitor
CCOc1ccc(S(=O)(=O)/N=C(/Nc2ccc(C(C)=O)cc2)c2ccccc2)cc1	0.0%	?
COC(=O)c1ccc(COC(=O)C2CCN(S(=O)(=O)c3ccccc3C(=O)OC)CC2)cc1	-4.4%	-8.8%
CC1Cc2cc(-c3csc(NC(=O)CCl)n3)ccc2N1C(=O)C1CC1 (stereo unspecified)	-7.7%	-11.8%
CCC(C)c1ccc(NC(=O)C2CC3CCC2C3)cc1 (stereo unspecified)	4.0%	-20.4%
Cc1ccc(S(=O)(=O)N2CCN(C(=O)CCC(=O)Nc3ccc(F)cc3F)CC2)cc1	-5.4%	-3.6%
Cc1ccc(NC(=O)CSc2nc3ccccc3c(=O)[nH]2)cc1[N+](=O)[O-]	5.4%	-5.7%
O=C(NCCCn1ccnc1)c1ccc(-c2cccc(Cl)c2Cl)o1	-2.5%	?
CC(C)C(=O)N1CCN(c2ccccc2NC(=S)NC(=O)Cc2ccccc2)CC1	0.1%	?
CN1C[C@@H]2[C@@H]3C(=O)N(Cc4ccccc4)C(=O)[C@@H]3[C@](C)(C1=O)N2C(=O)c1ccccc1	-5.8%	9.1%
CCOC(=O)C(=O)Cc1cccnn1	5.0%	-4.9%
CCOC(=O)c1cc(NC(=O)CSc2nnc(CN3CCOCC3)n2C)ccc1Cl	-0.3%	-1.0%
CC1(C)OC2OC3C(CN)OC(c4ccccc4)OC3C2O1 (stereo unspecified)	-6.6%	18.2%
Fc1ccc2c(c1)Sc1ccc(Cl)cc1CC2N1CCN(CCC2OCCO2)CC1 (stereo unspecified)	1.2%	?
CC(OC(=O)Cn1ccccc1=O)C(=O)Nc1cc(Cl)cc(Cl)c1 (stereo unspecified)	7.8%	-10.9%
Cc1ccc(Cn2c(C3CCCN3c3nc(-c4ccc(F)cc4)cs3)nc3cc(C(=O)NCCCO)ccc32)cc1 (stereo unspecified)	-7.7%	?

Fetched by structure from the list above:
SMILES	TbPYK inhibitor	HCV inhibitor
CCOC(=O)C(=O)Cc1cccnn1	5.0%	-4.9%
CC1Cc2cc(-c3csc(NC(=O)CCl)n3)ccc2N1C(=O)C1CC1 (stereo unspecified)	-7.7%	-11.8%

Entries of single compounds, looked up by structure:
Listed for CCOC(=O)C(=O)Cc1cccnn1 = TbPYK inhibitor = 5.0%; HCV inhibitor = -4.9%
Listed for COC(=O)c1ccc(COC(=O)C2CCN(S(=O)(=O)c3ccccc3C(=O)OC)CC2)cc1 = TbPYK inhibitor = -4.4%; HCV inhibitor = -8.8%

Carrying on:
SMILES	TbPYK inhibitor	HCV inhibitor
CCOC(=O)C1=CN(Cc2cccc(-c3ccc4c(c3)OCO4)c2)S(=O)(=O)N(C)C1C (stereo unspecified)	-1.6%	?
CC(C)C[C@H](NC(=O)c1nc[nH]c1C(=O)NCCNC(=O)OC(C)(C)C)C(=O)CNCCNC(=O)c1[nH]cnc1C(=O)N[C@@H](C)C(=O)OC(C)(C)C	5.4%	18.4%
COc1ccc(CCNC(=O)c2cccc(C(=O)NCCc3ccc(OC)cc3)n2)cc1	-0.2%	?
O=C(OCC(=O)N1CCCC1)c1cnc(Cl)c(Cl)c1	2.6%	14.0%
Cc1cc(C)cc(Nc2ccc3nonc3c2[N+](=O)[O-])c1	1.4%	?
Cc1ccccc1-n1ccnc1SCC(=O)Nc1cccc(S(=O)(=O)NC2=NCCC2)c1	-5.3%	-1.2%
C=CCC[C@@H](Cc1ccc(F)cc1)C(=O)OC[C@@H](Cc1c[nH]c2ccccc12)NC(=O)[C@@H](CC=C)CC(=O)N[C@@H](CO)Cc1ccccc1	-18.3%	?
Cc1ccc(C)c(-n2c(-c3ccco3)n[nH]c2=S)c1	?	25.4%
CCCCNC(=O)c1c(CSc2ccc(Cl)cc2)noc1C(=O)NCc1ccccc1	3.1%	-24.5%
Cc1c(NS(=O)(=O)c2cc(C(=O)N3CCCC(C)C3)ccc2Cl)c(=O)n(-c2ccccc2)n1C (stereo unspecified)	0.4%	7.0%
CC(C)c1ccc(S(=O)(=O)N2CCN(C(=O)CN3C(=O)c4ccccc4C3=O)CC2)cc1	-1.1%	7.5%
CC(C)(C)NC(=O)CSc1nc2cc(S(=O)(=O)N3CCCCC3)ccc2o1	0.6%	11.7%
O=C(Nc1cc(Cl)ccc1Cl)N1CCN(C(=O)Nc2cc(Cl)ccc2Cl)CC1	-3.1%	-14.9%
O=C(COC(=O)[C@H](Cc1ccccc1)NC(=O)c1ccco1)Nc1ccccc1	4.5%	12.6%
COCCNC(=O)c1onc(CSc2ccc(F)c(F)c2)c1C(=O)NCCOC	4.7%	4.3%
O=S(=O)(NC(CO)Cc1ccccc1)c1ccc(Br)cc1F (stereo unspecified)	-3.9%	25.7%
CCCCOC(=O)c1ccc(NC(=O)c2c(O)[nH]c(=O)[nH]c2=O)cc1	0.1%	16.1%
CC(C)(C)S(=O)N1Cc2ccc(CO)cc2[C@H]1CCO (stereo partly specified)	-3.5%	6.9%
CCOC(=O)NC1CCc2cc(OC)c(OC)c(OC)c2-c2ccc(SC)c(=O)cc21 (stereo unspecified)	-0.8%	-15.8%
CCCCCCCCCCNC(=O)CCn1[nH]c(=O)c2ccccc2c1=O	-21.5%	-3.7%
CC(=NNC(=S)N1CCC1)c1ccccn1	3.3%	1.26µM*
CC(=NNC(=O)CSc1nc2ccccc2o1)c1ccco1	-6.5%	?
C[C@@H]1COC(=O)[C@H](Cc2ccc(F)cc2)CC/C=C\C[C@@H](CC(=O)NCCO)C(=O)N1	-10.0%	12.6%
CN1NC(=O)CC1c1ccccc1 (stereo unspecified)	-1.4%	-14.3%
Cc1ccc(CCNc2ccc3ccccc3c2)cn1	-4.1%	-8.0%
CC(C)=CC(=O)O[C@@H]1Cc2c(ccc3ccc(=O)oc23)OC1(C)C	3.3%	-3.0%
CCCCCC(=O)N(Cc1ccccc1)c1c(N)n(CCOC)c(=O)[nH]c1=O	-16.3%	21.9%
O=C1NC(=S)NC1=Cc1ccc(O)cc1	-7.6%	10.6%
CCOC(=O)C1=C(COC(=O)CNS(=O)(=O)c2c(F)cc(F)cc2Br)NC(=O)NC1C (stereo unspecified)	-8.1%	7.9%
COc1cccc2c1C(=O)c1c(O)c3c(c(O)c1C2=O)CC(O)(C(=O)CO)CC3OC1CC(N(C)C)C(O)C(C)O1 (stereo unspecified)	-13.4%	?
CCOC(=O)c1ccc(NC(=O)C2CC(O)CN2S(=O)(=O)c2ccc(C)cc2)cc1 (stereo unspecified)	1.2%	2.6%
CC(N)C(=O)NC1C2C(=C(O)CC(O)C2O)C(=O)OC1(C)C(Cl)Cl (stereo unspecified)	-0.5%	?
CN(C(=O)c1cccc(NC(=O)Cc2cccc(NC(=O)C3CCCN(C(=O)c4ccccc4)C3)c2)c1)C1CC1 (stereo unspecified)	0.3%	-1.2%[8.37 µM]
O=C(C[C@@H]1C/C=C\C[C@@H](NC(=O)OCC2c3ccccc3-c3ccccc32)C(=O)OCCNC1=O)N[C@@H](CO)Cc1ccccc1	-3.2%	1.78µM*
O=C(Nc1ccc2c(c1)Cc1ccccc1-2)c1cc2ccccc2o1	2.2%	-22.8%
Cc1ccc(S(=O)(=O)N2CCN(C(=O)COC(=O)COc3ccc(Br)cc3)CC2)c(C)c1	4.7%	0.5%
C=CC[C@H](CC(=O)NCCO)C(=O)NCCOC(=O)[C@@H](CC=C)Cc1ccc(F)cc1	1.4%	3.4%
CCCC[C@@H](C)C[C@@H](C)C(=O)N(C)[C@@H](CC(C)C)C(=O)N[C@H](C(=O)N(C)[C@H](C(=O)N1C[C@@H](O)C[C@H]1C(=O)N1C(=O)C=C[C@@H]1C)C(C)C)C(C)OC(C)=O (stereo partly specified)	5.2%	3.98µM*
Cc1ccc(C(=O)Nc2ccccc2C(=O)O)cc1S(=O)(=O)Nc1ccc(Br)cc1	10.2%	16.2%
CC(=O)C[C@@H](O)CC(=O)[C@@H]1OC(=O)[C@H](C)C/C=C\Cc2ccccc21	0.2%	?
COc1ncnc2c1ncn2CC1COC(C)(C)O1 (stereo unspecified)	-1.0%	16.0%
CCC(COC(=O)c1ccccc1)Oc1cc(NCc2ccccc2)c2ncn(C(C)C)c2c1 (stereo unspecified)	-1.8%	?
CNC(C)C#Cc1ccc2oc3cc(C)c(C)cc3c(=O)c2c1 (stereo unspecified)	0.5%	-22.8%[8.37 µM]
O=C1Cc2c([nH]c3ccc(Br)cc23)-c2ccccc2N1	-7.2%	?
O=c1ccn([C@@H]2O[C@H](COS(=O)(=O)O)[C@@H](O)[C@H]2O)c(=O)[nH]1	6.3%	-9.4%
Nc1nc(SCc2ccccc2[N+](=O)[O-])c2ncn(Cc3ccccc3)c2n1	-1.3%	11.2µM*
CC(C)C[C@@H]1CN=C(N)N1C[C@@H]1CCCN1C[C@@H](C(C)C)N1C[C@@H](Cc2ccccc2)N(CCc2ccc(Cl)c(Cl)c2)C1=N	0.0%	28.6%
Oc1cc(CNC2CCCCC2)c(O)cc1CNC1CCCCC1	-6.4%	-20.8%
CN(C(=O)c1ccc(NC(=O)Cc2cccc([N+](=O)[O-])c2)cc1)C1CCCC1	-2.8%	-29.8%
NC(CSC1(c2cccc3ccccc23)c2ccccc2-c2ccccc21)C(=O)O (stereo unspecified)	-2.7%	23.4%
S=C(Cc1ccc(-c2ccccc2)cc1)N1CCOCC1	-4.0%	-3.1%
CC(C)C[C@@H](CO)NS(=O)(=O)c1c(F)cccc1F	4.9%	3.55µM*
C[C@H](CO)N1C[C@H](C)[C@@H](CN(C)Cc2ccccc2)Oc2c(NC(=O)C3CCCCC3)cccc2C1=O	-4.9%	?
CC[C@]1(C(=O)OC)[C@H]2C(=O)N(C)C(=O)[C@H]2[C@H]2CN(C)C(=NC3CCCCC3)N21	0.7%	-3.0%[8.37 µM]
COc1ccc(OC)c(NC(=O)c2cc3c(cc2Cl)N2CCCCCC2=NS3(=O)=O)c1	0.6%	?
NS(=O)(=O)c1ccc(CCNC(=O)CN2CCN(S(=O)(=O)c3ccccc3F)CC2)cc1	8.4%	5.4%
C[C@H](CO)N1C[C@H](C)[C@@H](CN(C)S(=O)(=O)c2ccc(F)cc2)Oc2ccc(NC(=O)CCN3CCOCC3)cc2C1=O	0.2%	19.8%
CCc1cccc(CC)c1C(OC(C)=O)c1cccnc1 (stereo unspecified)	-4.3%	15.1%
Cc1cccc(O)c1C	-1.6%	3.9%
c1nc(NCC2CCCO2)c2[nH]cnc2n1 (stereo unspecified)	-0.7%	1.4%

Taken from above.
Entry for NS(=O)(=O)c1ccc(CCNC(=O)CN2CCN(S(=O)(=O)c3ccccc3F)CC2)cc1 under HCV inhibitor: 5.4%
Entry for CC(C)C[C@@H](CO)NS(=O)(=O)c1c(F)cccc1F under TbPYK inhibitor: 4.9%
Entry for C[C@H](CO)N1C[C@H](C)[C@@H](CN(C)Cc2ccccc2)Oc2c(NC(=O)C3CCCCC3)cccc2C1=O under TbPYK inhibitor: -4.9%
Entry for Oc1cc(CNC2CCCCC2)c(O)cc1CNC1CCCCC1 under HCV inhibitor: -20.8%
Entry for CCc1cccc(CC)c1C(OC(C)=O)c1cccnc1 (stereo unspecified) under TbPYK inhibitor: -4.3%

Following part:
SMILES	TbPYK inhibitor	HCV inhibitor
Cc1cc(C)n2nc(SC(C)C(=O)N(C)C3CCCCC3)nc2n1 (stereo unspecified)	0.3%	-1.7%
Cc1cccc2c1NC(=O)C2=O	9.3%	22.0%
CC(=O)OC1CCC2(C)C(=CCC3C2CCC2(C)C3CC3ON=C(C)C32)C1 (stereo unspecified)	-0.7%	1.3%
COc1cc(C(=O)NC2CCN(C)CC2)ccc1Nc1ncc2c(n1)N(Cc1ccccc1)CCC(=O)N2C	-5.8%	29.4%[8.37 µM]
COc1ccc(C2(CNC(=O)c3cc(OC)c(OC)c(OC)c3)CCCC2)cc1OC	2.1%	-23.7%
CCOC(=O)CSc1snnc1C	3.1%	15.6%
COC(=O)C1CC(C(=O)OC)C2C(C(=O)OC)CC(C(=O)OC)C12 (stereo unspecified)	-2.7%	8.2%
CC(=O)c1ccc(O[C@@H]2O[C@H](CO)[C@@H](O)[C@H](O)[C@H]2O)cc1	3.1%	-5.1%
COc1ccccc1OCCCCCCN1CCN(C)CC1	-0.4%	-18.9%
CN(C(=O)c1ccc(NC(=O)Cc2cccc(NC(=O)C3CCCN(S(=O)(=O)c4cccc([N+](=O)[O-])c4)C3)c2)cc1)C1CC1 (stereo unspecified)	-7.8%	?
Nc1nc(N)c2[nH]c(=S)[nH]c2n1	-12.9%	1.5%
COc1ccc([C@H]2/C=C\CN(C(=O)C3CCCC3)[C@@H](C)C(=O)N2Cc2ccc(F)cc2)cc1	0.4%	?
COc1ccc(CCCN2CCC(CN3C(=S)NC[C@@H]3Cc3ccccc3)CC2)cc1OC	-5.3%	-92.4%
CC(C)Oc1cccnc1N(C)C1CCN(Cc2ccccc2)CC1	2.5%	-18.0%
COc1ccc(S(=O)(=O)N(C)C[C@H]2Oc3c(NC(=O)Cc4ccccc4)cccc3C(=O)N([C@H](C)CO)C[C@@H]2C)cc1	-5.7%	-20.3%
COc1ccc2c(c1)CCCC(Br)C2=O (stereo unspecified)	?	-9.8%
COc1ccc2[nH]c3c(c2c1)CCN1C(=O)C(CC(=O)NCCCN(C)C)C[C@H](C(=O)N2CCCCC2)[C@@]31C (stereo partly specified)	-9.1%	40.9%[activator]
CN(Cc1c(F)cccc1Cl)C(=O)c1ccc(NC(=O)CC2SC(N3CCCCC3)=NC2=O)cc1 (stereo unspecified)	-3.5%	-17.2%
COc1cc2sc3cc(NCc4ccc(C)o4)ccc3c(=O)c2cc1OC	157.8%[activator]	3.55µM*
COc1ccccc1N1CCN(c2nc(C)cc(=O)[nH]2)CC1	1.9%	11.3%
